Screens: PubChem BioAssay, Sanford-Burnham Center for Chemical Genomics
APOBEC3A inh: inhibitors of human APOBEC3A DNA deaminase. 330,000 compounds, 0.41% hits. inhibition, % at 20 µM. recombinant A3A, FAM/TAMRA ssDNA deamination fluorescence. P31941;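 active = at least 40% inhibition at 20 µM here, with at most 30% in a related deaminase screen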;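 note: plate controls were A3A with DMSO for no effect and wells lacking A3A enzyme for full effect; some results filed as inactive read as strong as hits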
Target sequence (P31941 whole entry, looked up): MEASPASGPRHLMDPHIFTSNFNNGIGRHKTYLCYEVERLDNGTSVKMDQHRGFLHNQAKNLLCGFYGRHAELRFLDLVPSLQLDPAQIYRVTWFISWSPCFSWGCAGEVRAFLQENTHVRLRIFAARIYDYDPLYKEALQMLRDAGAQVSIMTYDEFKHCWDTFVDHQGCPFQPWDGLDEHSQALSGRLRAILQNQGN
hIAP inh: human IAP inhibition; inhibition, % at 10 µM; P09923; purified IAP, CDP-Star luminescence, 30 min; 330,000 compounds, 0.12% hits;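 active = inhibition reaching a set limit with compound at 10 µM in the primary screen, cut at about 35% in these data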;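 note: plate controls were DMSO wells with enzyme for no effect and no-enzyme buffer wells for full effect; values of inactives mirror those of a sister screen read the other way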
Target sequence (P09923 whole entry, looked up): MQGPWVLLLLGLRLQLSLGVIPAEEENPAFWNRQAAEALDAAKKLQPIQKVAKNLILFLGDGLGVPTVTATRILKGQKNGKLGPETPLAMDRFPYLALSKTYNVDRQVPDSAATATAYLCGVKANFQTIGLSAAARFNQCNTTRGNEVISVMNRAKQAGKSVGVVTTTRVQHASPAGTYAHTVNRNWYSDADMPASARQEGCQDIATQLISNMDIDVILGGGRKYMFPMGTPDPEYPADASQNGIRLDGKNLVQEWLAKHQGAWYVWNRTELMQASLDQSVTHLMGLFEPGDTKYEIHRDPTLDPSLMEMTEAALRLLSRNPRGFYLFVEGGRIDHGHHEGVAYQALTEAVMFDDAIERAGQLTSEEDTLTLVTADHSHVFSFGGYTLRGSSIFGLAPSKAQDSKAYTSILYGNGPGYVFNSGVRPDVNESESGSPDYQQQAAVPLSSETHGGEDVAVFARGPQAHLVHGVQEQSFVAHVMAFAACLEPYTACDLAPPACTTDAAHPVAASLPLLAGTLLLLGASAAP
tim10-1 inh: growth inhibitors of tim10-1 mutant yeast; 330,000 compounds, 2.2% hits; AID 463190; inhibition, % at 20 µM; S. cerevisiae tim10-1 ts strain growth, BacTiter-Glo, 24 h;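 active = inhibition of at least 40%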;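 note: mutant grown at 25 °C; 0% = DMSO wells with yeast and 100% = wells holding no yeast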
NALP3 yeast inh: NALP3 inhibition in yeast. Yeast reconstituted NLRP3/ASC/caspase-1, beta-gal luminescence, 24 h. 330,000 compounds, 0.39% hits. inhibition, % at 10 µM;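 active = inhibition of 50% or more; inactive = inhibition below 50%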;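 note: plate controls were induced DMSO wells for no effect and uninduced yeast grown without galactose for full effect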
mIAP block: blocks mouse intestinal alkaline phosphatase; purified mouse IAP, CDP-Star luminescence, 30 min; inhibition, % at 10 µM; 330,000 compounds, 0.2% hits;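 active = inhibition of at least 40% at 10 µM in the primary screen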;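 note: plate controls were DMSO with enzyme for no effect and no enzyme wells for full effect; values of inactives mirror those of a sister screen read the other way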
beta cell repl: MIN6 beta-cell proliferation induction | MIN6 cells proliferation, ATPlite luminescence, 48 h; cells starved in 0.2% serum; 100% = growth in 10% serum | proliferation, % at 10 µM | 330,000 compounds, 0.29% hits | AID 2380;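 active = compounds whose signal lies at least 3.5 SD above the mean of all wells on their plate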;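 note: 0% = DMSO-treated cells in low-serum medium and 100% = 10% serum control; some compounds called inactive have numbers as strong as hits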
mIAP activ: increases mouse intestinal alkaline phosphatase activity | muIAP, CDP-Star luminescence, 30 min; active compounds read high; 1 = vehicle-only enzyme signal, 0 = enzyme-free wells | activation factor at 10 µM | 330,000 compounds, 0.24% hits;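 active = activation factor of at least 2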; note: the source names both 10 and 20 µM as test concentration; values of inactives mirror those of a sister screen read the other way
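Assay system: mouse IAP enzyme; Reagent: CDP-Star chemiluminescent phosphatase substrate; Compound: DMSO-dissolved test compounds; Incubation: 30 min, room temperature; Technique: luminescence from enzymatic CDP-Star hydrolysis; Controls: DMSO-only wells and no-enzyme negative control.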
A3G deaminase: blocks human APOBEC3G single-stranded DNA deamination; Q9HC16; recombinant A3G, ssDNA deamination FAM/TAMRA fluorescence; inhibition, % at 20 µM; 330,000 compounds, 0.28% hits; AID 493012;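 active = inhibition of at least 40% at 20 µM, with no more than 30% in the related APOBEC3A deaminase screen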;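 note: plate controls were DMSO wells with A3G for no effect and wells lacking A3G enzyme for full effect; some compounds called inactive have numbers as strong as hits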
Target sequence (Q9HC16 whole entry, looked up): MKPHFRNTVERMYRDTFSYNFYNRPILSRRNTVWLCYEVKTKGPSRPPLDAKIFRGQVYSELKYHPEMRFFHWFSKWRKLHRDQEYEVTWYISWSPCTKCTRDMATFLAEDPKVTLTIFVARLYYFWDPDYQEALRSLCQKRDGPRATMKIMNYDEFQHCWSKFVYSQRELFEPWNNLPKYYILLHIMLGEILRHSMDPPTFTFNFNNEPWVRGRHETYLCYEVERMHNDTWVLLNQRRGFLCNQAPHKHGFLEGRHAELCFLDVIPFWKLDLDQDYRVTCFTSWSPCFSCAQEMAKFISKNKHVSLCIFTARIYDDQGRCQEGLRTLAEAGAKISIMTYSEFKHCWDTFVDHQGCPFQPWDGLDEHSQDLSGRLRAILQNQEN
TIM10 inh: TIM10 yeast growth inhibition; inhibition, % at 10 µM; S. cerevisiae TIM10 strain growth, BacTiter-Glo luminescence, 24 h; 330,000 compounds, 1.4% hits;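 active = inhibition of 40% or more at the single tested concentration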;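 note: wild-type TIM10 isogenic control strain grown at permissive 25 °C; 0% = DMSO yeast wells and 100% = minimal medium wells without yeast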
Active calls of the source: *; · = no result given. Rows were taken by chance (roughly 4.6% active in at least one column).

SMILES	APOBEC3A inh	hIAP inh	tim10-1 inh	NALP3 yeast inh	mIAP block	beta cell repl	mIAP activ	A3G deaminase	TIM10 inh
O=C(Nc1ccn(C2CC(OC(=O)c3ccccc3)C(CO)O2)c(=O)n1)c1ccccc1 (stereo not drawn)	-17	8	-4	6	11	-2	0.89	-5	-2
CC(C)(C)c1nc(SCC(=O)Nc2nc3c(s2)CCCC3)c2ccccc2n1	-6	-10	18	-13	13	-5	0.87	-4	16
CCCOC(=O)c1ccc(NC(=O)CSC2=Nc3ccccc3C3CC=NN23)cc1 (stereo not drawn)	-1	-11	9	13	-12	-5	1.1	-6	-3
CC(NC(=O)c1ccc(CS(=O)(=O)c2cccc(C(F)(F)F)c2)o1)c1ccc2c(c1)OCCO2 (stereo not drawn)	-3	-5	22	15	-1	2	1	-2	-1
O=[N+]([O-])c1ccc(/C=N/n2c(C3CCCCC3)n[nH]c2=S)cc1	-3	-10	32	29	12	0	0.88	37	-5
C[C@@H]1CN([C@@H](C)CO)C(=O)Cc2cc(NS(=O)(=O)c3ccccc3)ccc2O[C@H]1CN(C)Cc1ccncc1	-1	6	-8	-8	4	-3	0.96	-3	-1
Cn1c(N/N=C2\CCCc3ccccc32)nc2c1c(=O)n(Cc1ccccc1)c(=O)n2C	1	-4	15	14	-18	0	1.2	3	12
Cn1c(CC(=O)c2ccc(Br)cc2)[n+](C)c2ccccc21	-2	-5	18	7	-12	-2	1.1	-2	-25
O=[n+]1cc(-c2ccc(Br)cc2)n([O-])c2c1CCC2	1	-9	-1	5	-4	-2	1	-2	2
CCCNC(=O)OCCC12CC3CC(CC(C3)C1)C2	2	-5	16	38	-4	0	1	-5	19
CCN(Cc1ccccc1)C(=O)Cc1c[nH]c2ccccc12	27	8	-1	10	7	4	0.93	1	20
COCc1cc(C)c(C#N)c(=S)[nH]1	2	3	-3	16	-7	-1	1.1	80*	16
CCOC(=O)CCCNC(=O)COC(=O)c1cccc(F)c1	16	-3	8	0	-11	1	1.1	-5	-26
COc1ccc(CCNc2nc(-c3ccc(O)cc3)cs2)cc1OC	1	4	22	12	5	-5	0.95	2	23
O=C(OCCCN=C1NS(=O)(=O)c2ccccc21)C1CC(=O)N(c2ccc(Cl)cc2)C1 (stereo not drawn)	2	0	13	12	-2	-3	1	2	-1
O=C(Oc1ccc(C(=S)N2CCOCC2)cc1)c1ccc(Br)cc1	1	10	3	9	-5	-4	1.1	-5	-3
Cc1ccc(CNC(=O)COC(=O)c2ccc(S(=O)(=O)NCc3ccco3)cc2)cc1	-1	-10	-10	18	-2	-2	1	-6	-8
COc1cccc(N(CC(=O)NC2CCCCC2)C(=O)Cn2nnc(-c3ccc(C)o3)n2)c1	-3	-20	-2	1	-29	-1	1.3	-6	-4
O=C(NCC(c1ccco1)N1CCc2ccccc2C1)c1c(F)cccc1F (stereo not drawn)	1	14	12	22	-1	-3	1	12	7
COc1ccc(CNC(=O)c2ccc(NC(=O)C3=CSCCO3)cc2)cc1	-1	-14	16	17	0	-1	1	-2	10
CC(=O)Nc1c(-c2ccccc2)nc2ccc(Cl)cn12	-2	-7	-4	2	-3	-2	1	-4	-23
O=C(CCS(=O)(=O)c1cccs1)Nc1ccc(C(=O)NC2CCN(Cc3ccccc3)CC2)cc1	0	0	2	6	7	4	0.93	-7	-14
Cc1ccc(NC(=S)NN2CCN(C)CC2)cc1	-4	2	-2	-2	-8	0	1.1	-3	2
CC1=NNC(=O)C1CCC(=O)N/N=C(\C)c1ccc(Cl)cc1 (stereo not drawn)	2	0	4	14	-6	-5	1.1	0	-20
Cc1cc(C)n2nc(-c3cnn(C)c3C(F)(F)F)cc2n1	-1	-14	18	9	-3	-1	1	-6	-3
Cc1cc(C)nc(NC(=O)c2cc(-c3ccc4c(c3)OCO4)nc3ccccc23)c1	2	9	25	25	1	-2	0.99	4	18
COc1ccc(C(C2C(=O)CC(C)(C)CC2=O)C2C(=O)CC(C)(C)CC2=O)cc1COCC(F)(F)F	5	15	4	2	5	0	0.95	0	9
Cc1cc(C)n2c(Br)c(CSc3nc4ccccc4s3)nc2n1	1	-8	28	-13	0	4	1	-7	24
CCCCOc1ccc(C(=O)Nc2ccc3c(c2)C(=O)NC3=O)cc1	0	-8	-16	18	-8	-2	1.1	-6	-1
CCN(CC)c1ccc2c(C)c(CO)c(=O)oc2c1	-1	-30	29	4	-8	3	1.1	-5	9
CC(O)c1cccc(N=Cc2ccc3ccccc3c2O)c1 (stereo not drawn)	-7	-21	-2	10	1	-3	0.99	11	9
C[C@@H]1CCCCCCCCC(=O)OCCN(C(=O)OC(C)(C)C)[C@H](C)CCCCCCCCC(=O)OCCN1C(=O)OC(C)(C)C	-3	0	0	10	-2	-1	1	-6	-1
COc1ccc(-c2cc(C(=O)Nc3ccccc3O)c3ccccc3n2)cc1	0	14	11	17	6	-1	0.94	-4	2
COc1ccc(CC(=O)Nc2sc3c(c2C(N)=O)CCCC3)cc1OC	-1	10	-8	-44	-5	-1	1	-7	-1
COc1cc(NC(=O)COC(=O)c2ccc([N+](=O)[O-])s2)cc(OC)c1OC	2	11	31	9	-7	0	1.1	-6	33
CCOC(=O)CSc1nnc(-c2nnc(SCC(=O)OCC)n2CC)n1CC	-4	-12	9	9	-3	-3	1	-6	0
O=C(NCCS(=O)(=O)N1CCN(c2ccccc2F)CC1)c1ccc(Br)o1	-2	12	23	6	9	-1	0.91	-1	-11
CCOC(=O)c1c(C)[nH]c(C(=O)COC(=O)C2CC2C)c1C (stereo not drawn)	-4	2	16	24	-4	-1	1	-9	8
CN(C)CC1CCCCC1OC(=O)/C=C/c1ccc(Cl)cc1Cl (stereo not drawn)	-8	-5	23	13	-4	-4	1	-5	15
CCCS(=O)(=O)N1CCC(C(=O)NCCc2ccccc2)CC1	1	7	1	2	18	3	0.82	-6	-4

Reprinted at random: two entries already listed, in no set order.
SMILES	APOBEC3A inh	hIAP inh	tim10-1 inh	NALP3 yeast inh	mIAP block	beta cell repl	mIAP activ	A3G deaminase	TIM10 inh
CC(NC(=O)c1ccc(CS(=O)(=O)c2cccc(C(F)(F)F)c2)o1)c1ccc2c(c1)OCCO2 (stereo not drawn)	-3	-5	22	15	-1	2	1	-2	-1
O=C(CCS(=O)(=O)c1cccs1)Nc1ccc(C(=O)NC2CCN(Cc3ccccc3)CC2)cc1	0	0	2	6	7	4	0.93	-7	-14

Next section:
SMILES	APOBEC3A inh	hIAP inh	tim10-1 inh	NALP3 yeast inh	mIAP block	beta cell repl	mIAP activ	A3G deaminase	TIM10 inh
Oc1ccccc1C1OCC2(CO1)COC(c1ccccc1O)OC2 (stereo not drawn)	-1	5	15	8	0	0	0.99	-37	1
Cc1cc(C)n(-c2ccc(C(=O)O)cc2[N+](=O)[O-])n1	-3	5	22	-5	-2	-1	1	-4	-2
O=C1[C@H]2[C@@H](c3ccc(F)cc3)N3C(=O)N(c4ccc(C(F)(F)F)cc4)C(=O)[C@@]3(Cc3ccccc3)[C@H]2C(=O)N1C1CCCCC1	-1	14	0	12	-11	-3	1.1	-7	6
Cc1ccnc(SCCn2c(N3CCOCC3)nc3c2c(=O)[nH]c(=O)n3C)n1	-4	15	3	17	10	-1	0.91	-6	0
C=CCCN([C@H](CO)Cc1ccccc1)S(=O)(=O)c1ccccc1Br	1	·	23	·	-14	·	1.1	-3	7
COc1ccc(-c2cnnc(N/N=C/c3ccc(OC)c(OC)c3)n2)cc1	0	-3	8	12	6	0	0.94	0	30
O=C(N=Nc1c(O)[nH]c2ccc(F)cc12)c1ccc(NS(=O)(=O)c2cccs2)cc1	3	5	0	20	-1	-3	1	-2	-9
CCN1C(=O)S/C(=C/c2cn(C)c3ccccc23)C1=O	-2	1	23	29	11	0	0.89	-4	23
CN(C(=O)c1cccc(NC(=O)c2ccccc2)c1)C1CCCCC1	-2	4	35	26	2	-3	0.98	1	14
Cc1cccc(C(=O)NCC(=O)Nc2ccc(S(=O)(=O)Nc3nc(C)cc(C)n3)cc2)c1	-1	-2	8	8	-2	-2	1	-6	16
O=C1CC2CCCN2C=C1I (stereo not drawn)	22	-8	4	14	-2	-3	1	12	-2
O=C(NCc1ccccc1)c1ccc(S(=O)(=O)Nc2cccc(C(F)(F)F)c2)cc1	0	1	-11	19	14	0	0.86	-3	8
COc1ccc2ccccc2c1CN1CCSCC1	-6	-25	-4	5	-16	-2	1.2	0	-2
CCOC(=O)c1c(-c2ccccc2)csc1NC(=O)c1ccc(S(=O)(=O)N2CCOCC2)cc1	0	-1	12	-4	8	-2	0.92	-9	21
Cc1cc(=O)oc2c(C)c(OC(C)C(=O)Nc3ccc(N4CCC(C)CC4)cc3)ccc12 (stereo not drawn)	-3	3	3	7	1	-4	0.99	10	11
Cc1cc(C)cc(N(CC(=O)NC2CCCC2)C(=O)CCC(=O)Nc2cc(C)ccn2)c1	-4	12	-2	1	5	3	0.95	-8	15
O=C(Nc1ccc(N2CCOCC2)cc1)Nc1cnsn1	-3	6	5	5	-2	0	1	-4	11
Cc1cc(C)c(C#N)c(SCCS(=O)(=O)Cc2ccc(Cl)cc2)n1	0	-15	-1	14	5	-7	0.95	1	-14
Cc1ccc(S(=O)(=O)Nc2ccccc2CNc2cccc(C)n2)cc1	0	-14	16	6	-8	-2	1.1	-3	22
CCOC(=O)N1CCN(C(=O)c2nn(C)c3c2CSc2ccccc2-3)CC1	-2	7	6	15	-9	3	1.1	-3	2
CC(C(=O)Nc1cc(Cl)cc(Cl)c1)N1CCCC1 (stereo not drawn)	1	2	5	20	-10	0	1.1	-2	-16
O=C(CSc1nnc(Cc2cccs2)n1-c1ccccc1)Nc1ccc2c(c1)OCCO2	-2	-12	6	1	-5	-3	1	-6	-5
CN(Cc1cc2ccccc2[nH]c1=O)C(=O)COc1ccccc1	0	19	7	-5	-5	-1	1	0	-19
Cc1cccc2c1cnn2C(=O)CCC(=O)NCC(C)c1ccccc1 (stereo not drawn)	-4	-6	-10	20	-15	2	1.1	-5	-10
COc1ccccc1C(=O)OCC(=O)Nc1ccc(OC(F)F)cc1	-2	-6	-4	32	-3	3	1	-7	6
CCCCNC(=O)c1c(C)cc(=O)oc1C	1	8	5	2	0	-1	1	-2	-6
CCOC(=O)C1=C(C)NC(C)=C(C(=O)OCC)C1C(=O)OCC(=O)NC(C)c1ccccc1 (stereo not drawn)	-3	19	14	20	-2	-1	1	-8	5
CN=C(Nc1ccc(C(=O)OC)s1)c1ccccc1	-2	-5	16	-6	8	-1	0.92	-4	9
COC(=O)Cc1c(C(=O)OC)nnn1-c1cccc(C(F)(F)F)c1	1	4	2	18	-5	-1	1	-1	4
COc1cccc(NC(=O)c2ccccc2C(F)(F)F)c1	-5	2	-3	4	-10	0	1.1	-20	-10
O=C(Cc1cccs1)Nc1ccon1	-2	-15	5	-2	6	-2	0.94	-5	-15
COC(=O)c1ccc(-n2nnnc2SCC(=O)Nc2cc(OC)ccc2OC)cc1	5	-11	12	15	3	-2	0.97	-5	1
CCOc1cc(/C=N/NC(=O)C(=O)NCc2ccc3c(c2)OCO3)ccc1OCC(=O)N1CCOCC1	-2	-37	9	-10	3	1	0.97	-5	-1
CC(=O)c1ccc2c(ccc3ccccc32)c1	-17	1	7	0	0	4	1	-2	7
COc1cccc2c1cc1c(=O)n(CC(=O)N3CCCCCC3)nc(C)n12	-3	-37	15	2	13	-5	0.87	2	14
Cn1ncnc1SCc1cn2cccnc2n1	-3	17	-1	7	-1	-2	1	-4	17
O=[N+]([O-])c1ccc(CS(=O)(=O)c2ncn[nH]2)cc1	-6	-20	1	-5	-6	0	1.1	-8	-28
